Source: PubChem BioAssay (several laboratories)
DNMT1 block: inhibitors of human DNMT1. P26358. DNMT1 molecular beacon, Hinp1I cleavage, fluorescence. inhibition (reported as % activation of signal), % at 10 µM. hit rate 0.83% among 360,000. AID 588458; in the data active = inhibition above about 50%
Scp-1 inhibitor: Scp-1 (human) phosphatase inhibition; Recombinant Scp1, phosphopeptide, malachite green phosphate absorbance; inhibition, % at 20 µM; hit rate 0.88% among 340,000; AID 493091;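 active = inhibition above about 50% at 20 µM, limit read from the data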;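 also: plate controls were DMSO wells with enzyme for no effect and wells lacking enzyme for full effect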
Target sequence (Q9GZU7 76-261 limits assumed): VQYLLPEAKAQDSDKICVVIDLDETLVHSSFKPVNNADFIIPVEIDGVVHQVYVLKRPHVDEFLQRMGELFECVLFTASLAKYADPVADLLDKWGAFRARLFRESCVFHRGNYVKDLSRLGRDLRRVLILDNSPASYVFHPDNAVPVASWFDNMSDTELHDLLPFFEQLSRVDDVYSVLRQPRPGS
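Material: truncated SCP-1 phosphatase (76-261aa) / Buffer or medium: 50 mM Tris acetate pH 5.5, 0.005% Tween-20, 10 mM MgCl2 / Compound dosing: one concentration, 20 µM, with 1.0% DMSO / Incubation: 45 min room-temperature reaction, 5 min colour, 30 min stabiliser / Detection: colorimetric free-phosphate detection, absorbance 630 nm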
SUMO1-SIM PPI: SUMO1-SIM interaction modulation | P63165 | SUMO1 binding to a labelled peptide, TR-FRET, 1 h | inhibition, % at 20 µM | hit rate 0.33% among 360,000 | AID 602429; in the data active = inhibition above about 37%
Target sequence (P63165 whole entry, looked up): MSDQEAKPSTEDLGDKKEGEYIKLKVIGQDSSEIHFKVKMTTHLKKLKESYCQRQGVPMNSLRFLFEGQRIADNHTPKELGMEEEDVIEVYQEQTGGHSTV
SKN-1 block: blocks SKN-1 activity in C. elegans. C. elegans VP596 Pgst-4::GFP/RFP ratio, acrylamide-induced, 24 h. AID 624304. hit rate 0.49% among 360,000. inhibition, % at 21.8 µM;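 active = interference check ratio from 0.5 to 1.5 plus GFP to RFP signal ratio inhibition reaching or exceeding a fixed threshold, cut at about 30% in these data, passing the limit was not always enough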; also: some compounds called inactive have numbers as strong as hits
LMPTP inh: LMPTP (human) inhibition | P24666 | recombinant LMPTP-A, OMFP fluorogenic substrate, fluorescence intensity | inhibition, % at 20 µM | hit rate 0.22% among 360,000 | AID 651560;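 active = compounds that cut the enzyme signal by at least half of the control window in the single-dose screen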;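 also: plate controls were DMSO wells with enzyme plus substrate for no effect and substrate without enzyme for full effect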
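test system = LMPTP-A | amount = 0.625 nM LMPTP-A final | reagent = fluorogenic phosphatase substrate OMFP at 400 µM final | incubation = 50 min at room temperature | benchmarks = no-enzyme low control, uninhibited high control | medium = Bis-Tris pH 6.0, DTT, detergent | signal = fluorescence intensity of OMFP turnover product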
NadD inh: blocks S. aureus nicotinate mononucleotide adenylyltransferase. purified NadD enzyme, colorimetric absorbance read-out. inhibition, % at 20 µM. hit rate 0.78% among 360,000. AID 602399; in the data active = inhibition above about 26%; also: some compounds past the cut are filed as inactive
STEP block: blocks human striatal-enriched tyrosine phosphatase; P54829; hit rate 0.25% among 360,000; recombinant STEP, OMFP fluorogenic substrate, fluorescence; inhibition, % at 20 µM;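 active = inhibition at 20 µM, scaled per plate between control wells, above about 37%, limit read from the data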;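 also: 0% = DMSO with enzyme and substrate and 100% = substrate only without enzyme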
Target sequence (P54829 whole entry, looked up): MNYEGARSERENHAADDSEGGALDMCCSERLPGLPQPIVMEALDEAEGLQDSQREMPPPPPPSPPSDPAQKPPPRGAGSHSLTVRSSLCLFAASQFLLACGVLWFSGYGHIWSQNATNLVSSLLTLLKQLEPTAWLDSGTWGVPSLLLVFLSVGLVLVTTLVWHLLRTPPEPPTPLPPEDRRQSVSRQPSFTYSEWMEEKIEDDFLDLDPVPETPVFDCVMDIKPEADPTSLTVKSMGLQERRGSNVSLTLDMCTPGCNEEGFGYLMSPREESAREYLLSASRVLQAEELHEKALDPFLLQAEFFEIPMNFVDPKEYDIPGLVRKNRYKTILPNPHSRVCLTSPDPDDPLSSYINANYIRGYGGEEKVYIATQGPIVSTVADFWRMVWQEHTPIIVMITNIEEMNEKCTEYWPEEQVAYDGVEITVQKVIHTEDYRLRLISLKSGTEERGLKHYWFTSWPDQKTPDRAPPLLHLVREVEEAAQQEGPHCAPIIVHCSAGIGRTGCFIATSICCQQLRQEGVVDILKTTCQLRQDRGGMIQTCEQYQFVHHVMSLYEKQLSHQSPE
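Material: STEP (striatal-enriched tyrosine phosphatase) enzyme, cell-free; Compound dosing: 20 µM single dose in 1% DMSO; Technique: fluorescence read at 480 nm ex / 540 nm em; Times: reaction 20 min, ambient temperature; Medium: 50 mM Bis-Tris pH 6.0 with 2.5 mM DTT and 0.005% Tween 20; Also added: OMFP at 25 µM.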
CendR NRP1 mod: alters CendR peptide binding to human NRP-1. inhibition, % at 25 µM. FAM-RPARPAR peptide binding to NRP-1, fluorescence polarization. hit rate 0.85% among 360,000;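 active = inhibition or corrected inhibition above about 18%, plus a signal ratio from 0.5 to 1.5, limit read from the data, passing the limit was not always enough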; also: strong numbers were not always called active
Neddyl block: blocks human cullin neddylation; hit rate 0.58% among 360,000; TR-FRET cullin neddylation, biochemical; AID 651699; calls only at 25 µM; P61081+Q13564; in the data active = inhibition above about 36%
TbMetRS inhib: Trypanosoma brucei MetRS inhibition | purified T. brucei MetRS, ATP depletion, Kinase-Glo luminescence | inhibition, % at 11.9 µM | hit rate 0.4% among 360,000;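 active = inhibition above a per-plate cutoff of the control wells' mean inhibition plus 3 SD, cut at about 5.5% in these data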;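 also: 0% = DMSO wells median and 100% = median of wells with control inhibitor compound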
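technique = Kinase-Glo luminescence, ATP depletion format | system = purified MetRS (methionyl-tRNA synthetase) enzyme from Trypanosoma brucei | timing = 15 min preincubation, 2 h reaction, all 25 °C | evaluation = percent inhibition versus plate control medians | dosing = single dose, 11.9 µM final nominal, 0.9% final DMSO | also added = substrates ATP, L-methionine and bulk Escherichia coli tRNA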
Starred values were filed as active, the others as inactive; i = inactive; nt = no result given; + = active, no number.

Sample of the layout, 10 compounds:
DNMT1 block,Scp-1 inhibitor,SUMO1-SIM PPI,SKN-1 block,LMPTP inh,NadD inh,STEP block,CendR NRP1 mod,Neddyl block,TbMetRS inhib,compound
-4,-8,-8,-7,1.9,-5,-2,-7,i,-0.4,CCOC(=O)c1cc(=O)n(Cc2ccccc2C)c2ccccc12
33,-4,-4,12,1.2,9,0,-10,i,-0.3,C=CCn1c(SCC(=O)c2[nH]c(C)c(C(=O)OCC)c2C)nc2scc(-c3ccc(OC)cc3)c2c1=O
1,-5,3,-3,0.4,-5,3,10,i,-0.9,COc1ccc(OC)c(S(=O)(=O)N2CCC(C(=O)NCc3cccnc3)CC2)c1
-2,0,3,-12,0.0,-10,1,8,nt,0.2,COc1ccc(Nc2cc(C)c3ccc(O)cc3n2)cc1
2,-4,-1,20,-0.1,0,-6,-1,i,-0.5,CN(C)c1nc(Oc2ccc(=O)[nH]n2)nc(N2CCCCC2)n1
1,1,-8,-10,-0.8,-3,-1,-8,i,-0.2,Cc1ccc(S(=O)(=O)N(Cc2cc3ccccc3[nH]c2=O)CC2CCCO2)cc1 (stereo unspecified)
7,-6,-9,-6,0.2,12,0,10,i,0.0,O=C(c1ccc(Cl)cc1)c1ccc(Oc2cc(NN3CCCCC3)c([N+](=O)[O-])cc2[N+](=O)[O-])cc1
2,-5,-7,-10,-0.4,-2,-6,-7,i,1.2,Cc1c(N2C(=O)c3ccc(Br)cc3C2=O)c(=O)n(-c2ccccc2)n1C
-4,-4,-2,-4,-0.1,-5,-1,8,i,0.6,Cc1ccc(C)c(OCC(=O)O/N=C(\N)c2cccc([N+](=O)[O-])c2)c1
3,-11,6,10,-2.1,-7,5,2,i,-0.6,CSc1ncc(Sc2ccccc2)c(C(=O)O)n1

All compounds of this part, from the first entry:
DNMT1 block,Scp-1 inhibitor,SUMO1-SIM PPI,SKN-1 block,LMPTP inh,NadD inh,STEP block,CendR NRP1 mod,Neddyl block,TbMetRS inhib,compound
-4,-8,-8,-7,1.9,-5,-2,-7,i,-0.4,CCOC(=O)c1cc(=O)n(Cc2ccccc2C)c2ccccc12
33,-4,-4,12,1.2,9,0,-10,i,-0.3,C=CCn1c(SCC(=O)c2[nH]c(C)c(C(=O)OCC)c2C)nc2scc(-c3ccc(OC)cc3)c2c1=O
1,-5,3,-3,0.4,-5,3,10,i,-0.9,COc1ccc(OC)c(S(=O)(=O)N2CCC(C(=O)NCc3cccnc3)CC2)c1
-2,0,3,-12,0.0,-10,1,8,nt,0.2,COc1ccc(Nc2cc(C)c3ccc(O)cc3n2)cc1
2,-4,-1,20,-0.1,0,-6,-1,i,-0.5,CN(C)c1nc(Oc2ccc(=O)[nH]n2)nc(N2CCCCC2)n1
1,1,-8,-10,-0.8,-3,-1,-8,i,-0.2,Cc1ccc(S(=O)(=O)N(Cc2cc3ccccc3[nH]c2=O)CC2CCCO2)cc1 (stereo unspecified)
7,-6,-9,-6,0.2,12,0,10,i,0.0,O=C(c1ccc(Cl)cc1)c1ccc(Oc2cc(NN3CCCCC3)c([N+](=O)[O-])cc2[N+](=O)[O-])cc1
2,-5,-7,-10,-0.4,-2,-6,-7,i,1.2,Cc1c(N2C(=O)c3ccc(Br)cc3C2=O)c(=O)n(-c2ccccc2)n1C
-4,-4,-2,-4,-0.1,-5,-1,8,i,0.6,Cc1ccc(C)c(OCC(=O)O/N=C(\N)c2cccc([N+](=O)[O-])c2)c1
3,-11,6,10,-2.1,-7,5,2,i,-0.6,CSc1ncc(Sc2ccccc2)c(C(=O)O)n1
5,-12,1,10,0.2,-1,-5,12,i,0.5,COC(=O)CC(NC(=O)c1ccc(C)cc1)c1ccccc1 (stereo unspecified)
-6,-5,5,9,1.5,1,2,14,i,-0.3,Cc1cc2cc(CCNC(=O)c3ccc(S(=O)(=O)N4CCCC4)cc3)c(=O)[nH]c2cc1C
1,-3,0,14,-1.8,3,1,-23,i,-0.1,Cc1ccc(CNC(=O)C2CC3Cn4c(nc5cc(Cl)c(Cl)cc54)C3N2C)o1 (stereo unspecified)
0,nt,-8,-4,-0.5,1,0,6,i,-1.3,CCCCCCN1C[C@H](n2cc(-c3ccc(F)cc3)nn2)[C@@H](O)C[C@@H]1c1ccc(OC)cc1
5,-9,3,10,-0.6,-5,0,5,i,0.5,O=C(COC(=O)c1ccccc1F)NCc1ccc2c(c1)OCO2

Going on with the list:
DNMT1 block,Scp-1 inhibitor,SUMO1-SIM PPI,SKN-1 block,LMPTP inh,NadD inh,STEP block,CendR NRP1 mod,Neddyl block,TbMetRS inhib,compound
-16,nt,7,31,1.7,-1,-3,6,i,0.1,CC(=O)N(CCc1ccccc1)c1ccc2c(c1)C1CC2CCN1C(=O)OCc1ccccc1 (stereo unspecified)
0,-13,-3,20,-2.4,-5,0,-20,i,0.0,CN1C(=O)N(C)C2(c3ccccc3)NNC(N)=NC12c1ccccc1 (stereo unspecified)
-1,-15,11,-13,0.1,-9,2,-6,i,-0.6,COc1ccc(NC(=O)CCC(=O)OC(C(=O)c2ccccc2)c2ccccc2)cc1 (stereo unspecified)
2,-9,0,-12,-1.3,-5,0,-8,i,-1.3,CCOC(=O)C(C)NC(=O)CCc1nnc2ccc(N3CCCCC3)nn12 (stereo unspecified)
-2,0,5,-9,0.8,-3,0,-2,i,-0.1,COCCCNc1nc2c(c(=O)n(Cc3cccc(Br)c3)c(=O)n2C)n1C
-2,4,1,7,-0.4,-1,-2,4,i,-0.6,CC(=O)c1cccc(NC(=O)N2CCCC2C(=O)Nc2ccc3c(c2)OCO3)c1 (stereo unspecified)
2,-8,-1,12,0.0,0,4,-6,i,0.1,COc1ccc(C(=O)NC(C)CCn2cccn2)cc1OC1CCN(C(C)C)CC1 (stereo unspecified)
7,2,3,-32,-1.4,-4,0,-5,i,-0.8,O=C(O)[C@H]1CCC(=O)N1Cc1ccco1
-1,-1,4,38*,-0.7,-2,1,-5,i,-0.2,O=C(O)c1ccc2c(c1)CCCN2
-2,-12,0,-3,0.2,-3,-1,9,i,-0.4,O=C(CSc1ccccc1)Nc1ccc2c(c1)OCCO2
-8,-5,-4,-1,-0.2,-2,2,-4,i,-0.4,COc1ccc2cc(C3CC(c4ccco4)=NN3S(C)(=O)=O)c(Cl)nc2c1 (stereo unspecified)
-3,0,3,3,-0.6,3,0,-16,i,-0.8,CCOC(=O)CC(NC(=O)Cc1ccc(F)cc1)c1ccccc1Cl (stereo unspecified)
-21,-16,16,27,9.3,-5,-6,-8,i,-0.7,Oc1ccc(Br)cc1-c1cc(-c2ccco2)[nH]n1
-4,-6,10,12,0.5,8,0,5,i,0.1,Nc1nc(-c2ccco2)cs1
-5,0,-3,5,-0.8,0,1,-2,+,-0.3,COc1ccc(C2C(C#N)=C(C)NC3=C2C(=O)CC(C)(C)C3)cc1 (stereo unspecified)

Additional results
DNMT1 block,Scp-1 inhibitor,SUMO1-SIM PPI,SKN-1 block,LMPTP inh,NadD inh,STEP block,CendR NRP1 mod,Neddyl block,TbMetRS inhib,compound
-2,7,-5,-17,-0.1,-2,-2,2,i,-0.3,CCCCn1c(N)c(N(CCOC)C(=O)c2cc(-c3ccccc3Cl)nc3ccccc23)c(=O)[nH]c1=O
2,-9,-1,15,0.2,-4,1,0,i,-1.1,O=C(NC(=S)Nc1ccc(Cl)cc1)c1ccccc1
-1,-4,-1,15,0.2,5,-2,-5,i,-0.3,COC(=O)NC1(C(F)(F)F)C(=O)NC(C)=C1C(=O)OC (stereo unspecified)
0,2,1,5,0.8,3,8,7,i,-0.7,COc1ccc(-c2nn(C)c(=O)c3ccccc23)cc1CNC(=O)c1ccco1
5,-4,3,22,2.2,-8,2,1,i,-0.1,O=S1(=O)NC(c2ccccc2)CC(CC2CCCCC2)O1 (stereo unspecified)
-5,nt,7,-4,3.3,-3,-1,8,i,0.0,CCOC(=O)C1=CCN(S(=O)(=O)c2ccccc2Br)C1c1cccc(F)c1 (stereo unspecified)
0,0,-5,-1,0.4,-12,-3,1,i,0.1,COC(=O)c1nn(-c2nc(-c3ccc(OC)c(OC)c3)cc(C(F)(F)F)n2)cc1[N+](=O)[O-]
2,-14,2,6,5.2,0,2,-5,i,0.1,CCOC(=O)C(=CNc1cccnc1Oc1ccc(C)c2c1CCC2)C(=O)OCC
10,-5,3,1,-1.3,2,3,0,i,-0.7,CC1CC(NC(=O)CCn2c(=O)oc3ccccc32)CC(C)(C)C1 (stereo unspecified)
3,-2,9,0,-0.3,-1,2,-14,i,-0.4,FC(F)(F)c1cc(Oc2ccc(Cl)cc2)nc(-c2ccccn2)n1
13,-10,1,17,0.0,4,2,-4,i,-0.4,CC(=O)n1cc(N(C(=O)CCl)c2ccccc2)c2ccccc21
1,-11,-1,9,-0.9,-5,-3,1,i,-0.2,COc1cc(NC(=O)CC(C)S(=O)(=O)c2cc3c(cc2C)NC(=O)CO3)cc(OC)c1OC (stereo unspecified)
5,-5,1,14,4.0,7,4,-4,i,0.5,O=C(Cn1cnc2c(oc3nc4c(cc32)CCCC4)c1=O)Nc1ccccc1
-7,-7,0,28,0.8,1,3,-8,i,-0.6,CC(C)(C)c1[nH]nc2c1C(c1ccoc1)C(C#N)=C(N)O2 (stereo unspecified)
-3,16,-10,19,-0.6,-11,0,10,nt,0.0,NC(=O)c1ccc(-c2ncc(-c3ccccc3)o2)cc1
